CHO parental Ca: counter-screen for OX1R antagonists: effect in parental CHO cells. AID 463079. 0.63% of 330,000 active. inhibition, % at 5.6 µM. parental CHO-K1, ATP-induced calcium, Fluo-8 fluorescence;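 active means inhibition above that plate's mean sample inhibition plus 3 SD, cut at about 26% in these data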;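 further: 0% = ATP-challenged DMSO wells and 100% = DMSO wells without ATP; some compounds past the cut are filed as inactive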
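Material: parental CHO cells / Compound: single nominal dose of 5.6 µM per compound / Signal: Fluo-8 fluorescence / Replicates: singlicate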
CHRM1 PAM: positive allosteric modulators of human M1 muscarinic receptor; P11229; CHO-K1 hM1, Fluo-8 calcium fluorescence, ACh EC20; 0% = ACh EC20, 100% = maximal ACh; activation, % at 3 µM; 0.088% of 360,000 active; AID 588819; in the data active means activation above about 19%, passing the limit was not always enough
OXTR ag: agonists of human oxytocin receptor; P30559; CHO-OTR cells, Fluo-8 calcium fluorescence; normalized: DMSO 0%, oxytocin 100%; activation, % at 3 µM; 0.32% of 320,000 active; AID 2435;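 active means activation above the mean of all tested compounds plus 3 SD, cutoff set per screening run, cut at about 20% in these data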;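 further: peak over basal fluorescence ratio from a 100 s FLIPR kinetic read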
Target sequence (P30559 whole entry, looked up): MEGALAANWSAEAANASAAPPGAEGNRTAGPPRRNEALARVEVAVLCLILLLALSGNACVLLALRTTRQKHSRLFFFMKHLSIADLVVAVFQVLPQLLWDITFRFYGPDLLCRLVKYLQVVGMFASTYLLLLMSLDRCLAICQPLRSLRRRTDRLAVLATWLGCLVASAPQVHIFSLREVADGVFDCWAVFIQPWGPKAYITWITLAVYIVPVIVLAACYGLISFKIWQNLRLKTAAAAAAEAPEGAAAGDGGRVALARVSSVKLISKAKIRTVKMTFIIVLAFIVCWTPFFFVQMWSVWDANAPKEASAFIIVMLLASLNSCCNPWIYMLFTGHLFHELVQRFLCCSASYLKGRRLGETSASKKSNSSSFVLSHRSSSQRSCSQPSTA
M1 ag: human M1 muscarinic receptor agonism | AID 588814 | P11229 | 0.33% of 360,000 active | CHO-K1 hM1, Fluo-8 calcium fluorescence, agonist mode; 0% DMSO, 100% acetylcholine EC100 | activation, % at 3 µM;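 active means activation above the run's mean compound activation plus 3 SD, cut at about 16% in these data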;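 further: peak over basal fluorescence ratio within a 140 s kinetic read after compound addition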
M1 antag: antagonists of human M1 muscarinic receptor | P11229 | CHO-K1 hM1, Fluo-8 calcium fluorescence, ACh EC80 antagonist | inhibition, % at 3 µM | 1.3% of 360,000 active | AID 588852;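 active means percent inhibition above its own plate's cutoff, namely the mean of that plate's compound wells plus 3 SD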;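 further: peak over basal fluorescence ratio during 140 s after agonist addition; 0% = ACh EC80 plus DMSO and 100% = DMSO alone without agonist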
OXTR potentiate: potentiators of human oxytocin receptor | AID 2445 | P30559 | activation, % at 3 µM | CHO-OTR cells, Fluo-8 calcium fluorescence, potentiator mode; 0% = oxytocin EC15, 100% = EC100 | 0.061% of 320,000 active;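 active means activation above that plate's cutoff, the mean activation of tested compounds plus 3 SD, cut at about 6.6% in these data, passing the limit was not always enough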;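 further: 100% uses oxytocin at 75 nM as the full agonist control; some results filed as inactive read as strong as hits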
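Replication – single well per compound, singlicate · Assay system – CHO cell line stably expressing human OTR · Timing – 6 min pre-incubation, 100 s read · Measure – normalized max/min fluorescence ratio, % activation · Doses – 3.0 µM, one dose · Detection – Fluo-8 calcium dye fluorescence · Probe or stimulus – oxytocin near EC15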
TAAR1 agonist: human TAAR1 agonism; CHO RD-HGA16 TAAR1, Fluo-8 calcium fluorescence; vehicle wells 0%, saturating PEA agonist 100%; activation, % at 3 µM; 0.99% of 360,000 active; AID 624467;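 active means activation above the mean activation of all test compounds in the run plus 3 SD, cut at about 38% in these data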
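test system = CHO RD-HGA16 cells carrying human TAAR1 plus Gα16 | schedule = 17-24 h seeding, 75 min 37 °C dye, 30 min RT | compound dosing = 3 µM single concentration | control set = DMSO and PEA EC100 | replicates = n 1 | signal = Fluo-8 fluorescence, 5 s baseline then 140 s kinetic read | measure = percent activation vs PEA EC100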
V1R ag counter: counter-screen for oxytocin receptor agonists: human V1a receptor agonists | P37288 | CHO-V1R cells, Fluo-8 calcium fluorescence, agonist mode; 0% DMSO, 100% 3 nM vasopressin | activation, % at 3 µM | 0.25% of 320,000 active | AID 2797;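 active means activation above the mean activation of all tested compounds plus 3 SD, per screening run, cut at about 20% in these data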;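 further: signal is peak over basal fluorescence ratio across a 100 second FLIPR read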
Target sequence (P37288 whole entry, looked up): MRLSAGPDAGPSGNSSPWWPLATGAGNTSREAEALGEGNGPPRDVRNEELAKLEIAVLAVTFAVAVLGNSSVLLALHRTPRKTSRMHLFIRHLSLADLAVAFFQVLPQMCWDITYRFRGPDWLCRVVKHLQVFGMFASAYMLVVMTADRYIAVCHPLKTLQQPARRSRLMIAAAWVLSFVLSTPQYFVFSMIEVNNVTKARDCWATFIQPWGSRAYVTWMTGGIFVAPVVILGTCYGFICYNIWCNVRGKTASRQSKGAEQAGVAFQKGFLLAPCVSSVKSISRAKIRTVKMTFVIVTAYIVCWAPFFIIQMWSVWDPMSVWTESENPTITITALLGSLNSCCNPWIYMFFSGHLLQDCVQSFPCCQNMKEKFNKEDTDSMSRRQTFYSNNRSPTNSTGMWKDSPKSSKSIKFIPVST
TAAR1 antag: antagonists of human TAAR1; inhibition, % at 3 µM; AID 624466; 1.5% of 360,000 active; CHO RD-HGA16 TAAR1, Fluo-8 calcium fluorescence, antagonist;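 active means inhibition above a per-plate cutoff, the mean inhibition of test compounds on that plate plus 3 SD, cut at about 49% in these data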;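 further: 0% = DMSO plus EC80 beta-PEA response and 100% = DMSO alone without agonist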
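Test system – hTAAR1-expressing CHO RD-HGA16 cells, Gα16-coupled · Reagent – β-PEA at EC80 concentration, post-compound challenge · Compound dosing – 3 µM, single point · Timing – 140 s kinetic read after compound, 140 s after agonist · Detection – Fluo-8 intracellular calcium dye fluorescence, real-time kinetic reads · Control set – DMSO and EC80 PEA controls · Repeats – n of 1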
* = called active by the depositor; · = not tested or not shown.

compound	CHO parental Ca	CHRM1 PAM	OXTR ag	M1 ag	M1 antag	OXTR potentiate	TAAR1 agonist	V1R ag counter	TAAR1 antag
CCC1CN(C(=O)N2CCC(C(=O)NCc3ccc(OC)cc3OC)CC2)c2ccccc2O1 (configuration not stated)	-19	-1	2.1	-2	2	-11	4	4.2	0
Cc1c(O)ccc2cc(S(=O)(=O)c3ccccc3)c(=O)oc12	-9	-11	3.2	0	25	-22	9	6.6	-7
Cc1cc(C)nc(Sc2c(C)n[nH]c2C)n1	7	-2	0.8	-1	-1	-1	2	0.3	-13
N#Cc1c(-c2ccc(Br)cc2)cc(-c2cccnc2)nc1N	10	1	-0.6	-4	-7	-4	-1	1.3	1
COC(=O)C1=C(C(=O)OC)[C@@H]2Nc3ccccc3[C@@]23C[C@@H](C(=O)OC)N(C(=O)CC(C)C)C3=N1	-12	19	-0.2	4	-15	-2	18	0.1	3
O=C(CCN1C(=O)c2ccccc2S1(=O)=O)Nc1ccc(F)c([N+](=O)[O-])c1	-6	-2	2.4	-1	-4	-6	11	3.1	18
Cc1ccccc1OCCCN1CCOCC1	·	0	·	-7	0	·	10	·	-21
Cn1nnnc1SCC(=O)c1c(N)n(C)c(=O)n(C)c1=O	-2	1	1.0	-1	-16	-4	0	1.6	-12
Cc1ccc(C(=O)Nc2ccc3cn[nH]c3c2)cc1S(=O)(=O)N1CCOCC1	-13	-6	1.6	-1	28	-5	12	1.7	62*
O=C(NCc1ccc(F)cc1)c1c2c(nc3ccccc13)CCN(Cc1ccccc1)C2	-24	1	1.0	-9	-1	-2	3	0.2	3
CCOc1ccc(Cc2n[nH]c(=S)n2Cc2ccccc2)cc1	-3	-28	-2.4	-11	16	-8	3	0.7	-7
COC(=O)c1ccc(CSc2n[nH]c(=S)s2)o1	-10	-1	0.3	-2	-11	-13	15	0.8	-1
CCOCCCNC(=S)N1CCCN(c2nc3cc(C)cc(C)c3cc2C#N)CC1	-26	2	-0.4	-16	-7	-14	10	-0.3	5
O=C(NCc1ccco1)C1CC(c2c(Cl)cccc2Cl)=NO1 (configuration not stated)	-22	-2	-0.6	-7	5	-6	9	-0.5	10
Cc1cc(NC(=O)CSc2nnc(-c3ccoc3C)o2)no1	2	7	-0.6	-4	-10	0	1	0.5	2
CC1CCN(CC(=O)Nc2ccc3c(c2)OCO3)CC1	·	7	·	-8	-8	·	3	·	-32
Cc1ccnc(NC(=O)c2cccc(S(=O)(=O)Nc3ccc(C)cc3C)c2)c1	-15	13	-1.6	-3	-13	-8	2	-0.6	-23
CCCCOc1ccc(/C=N/Nc2cc(N3CCOCC3)nc(C)n2)cc1	-12	0	0.1	-2	-4	-5	0	0.4	12
Cc1cccc(CN2C(=O)NC(c3ccccc3)(c3ccccc3)C2=O)c1	-42	4	-0.6	-3	-19	-12	8	-0.3	12
COc1cc(C(=O)N2CCCC(c3nc(-c4cccs4)no3)C2)cc(OC)c1OC (configuration not stated)	-17	7	0.1	-3	-9	-1	8	-0.2	9
O=C(CS(=O)(=O)c1ccc2ccccc2c1)Nc1ccccc1Cl	-6	2	-1.4	-2	-6	-1	2	-0.1	-4
COn1c(=O)c(-c2ccc(F)cc2)[n+]([O-])c2ccccc21	-9	4	0.3	-2	0	-4	-1	1.1	-7
CNc1cccc(-c2ccccc2C(C)=O)n1	·	7	·	-7	-10	·	5	·	-5
NC(=O)c1oc2ccc(Cl)cc2c1NC(=O)CN1CCOCC1	-5	3	3.0	-2	-1	-14	4	3.5	-35
CCOc1ccc(CCNC(=O)COC(=O)COc2ccc(C(C)=O)cc2)cc1OCC	-25	19	-0.5	5	-11	-7	1	0.9	5
O=C(CNC(=O)C12CC3CC(CC(C3)C1)C2)N1CCN(S(=O)(=O)c2cccs2)CC1	-17	5	0.6	-3	-3	-3	5	1.6	-6
COC(=O)c1ccc(C(=O)OC)c(N)c1	-8	·	-1.0	·	·	3	·	-0.7	·
CN1CCN(c2ncnc3c2ncn3[C@H]2CN(Cc3cccnc3)C[C@@H](CO)O2)CC1	·	2	·	-5	-14	·	1	·	-9
O=[N+]([O-])c1cc(NS(=O)(=O)c2ccc(Cl)nc2)ccc1Cl	4	-4	8.7	1	5	-17	8	9.7	2
Cc1cccc(OCC(=O)Nc2cc(NC(=O)COc3cccc(C)c3)cc(C(=O)O)c2)c1	-5	0	-0.3	-8	-1	-3	3	-0.1	-3
NC(=O)CN(c1ccccc1)C1SC(=O)N(Cc2ccccc2)C1=O (configuration not stated)	-1	2	-1.0	-2	-8	-3	3	0.5	13
CCCCn1c(SCC(=O)Nc2cccc(OC)c2)nc2ccc(N3CCOCC3)cc2c1=O	-7	6	-0.5	-4	0	-2	-1	-0.2	-5
CC(C)Oc1ccc(Cc2c(O)nc(NCCCN(C)C)[nH]c2=O)cc1	-1	9	0.7	-2	-3	-13	17	0.7	3
O=C(COC(=O)c1ccccc1OCc1ccccc1Cl)NCC1CCCO1 (configuration not stated)	-27	3	-2.1	-6	-9	-1	9	-0.1	10
O=C(Oc1ccc(Br)cc1)c1cccnc1	-6	4	-0.4	-4	2	3	4	0.5	10
Nc1ccc2nc(-c3ccccn3)[nH]c2c1	-2	-4	0.0	-1	8	-5	5	0.8	3
Cc1cc(NC(=O)CSCCc2ccncc2)no1	9	8	-0.1	0	-7	-6	0	0.5	5
CCOC(=O)c1cccc(NC(=O)CCOc2ccccc2)c1	-28	4	-2.1	-4	-2	-21	8	-0.4	-2
Cc1nnc2n(-c3ccccc3)c(=O)c3c4c(sc3n12)COC(C(C)C)C4 (configuration not stated)	-15	-1	-0.5	-4	2	-14	2	1.7	-4
CC(C)N(C(=O)Cn1c(-c2cccnc2)ccc(C#N)c1=O)C(C)C	-10	15	-1.2	2	-20	-12	2	-0.8	-18
CCS(=O)(=O)N1Cc2ccccc2CC1C(=O)NC(C)C12CC3CC(CC(C3)C1)C2 (configuration not stated)	-31	8	-2.5	-4	-8	-10	3	0.7	-15
Cc1cc(=O)oc2cc(OCC(=O)c3ccccc3)ccc12	-5	6	0.1	0	-18	-11	-1	1.2	12
Cc1ccc(S(=O)(=O)NC(=O)N2CCCC(C)(C)C2)cc1	-15	1	0.2	-5	-9	-3	10	0.4	-6
Cc1cnc(NC(=O)CSc2nc3ccccc3c(=O)[nH]2)s1	-13	10	3.4	-4	-25	2	5	0.9	2
CCNC(=O)C1(C)CCCN(C(=O)c2ccccc2Br)C1 (configuration not stated)	·	-5	·	0	-10	·	1	·	-17
COc1ccccc1OCc1cc(-c2ccccc2)no1	-15	-4	-2.9	-12	4	-4	5	-1.4	-4
Cc1nn(CC(=O)Nc2ccc3c(c2)CCC3)c(C)c1[N+](=O)[O-]	-19	5	-0.7	-3	-12	-7	-1	-0.2	-15
CCN(CC)Cc1csc(C(N)=O)c1	-18	1	-0.8	-3	-1	-9	7	2.3	-17
O[C@H]1C[C@H](c2ccc(Cl)cc2)N(Cc2cccs2)C[C@@H]1n1cc(C2CC2)nn1	·	8	·	2	-17	·	5	·	13
CC(=O)Nc1ccc(-c2ccnc3c2CC(C)(C(=O)Nc2ccc(C(C)C)cc2)O3)cc1 (configuration not stated)	·	5	·	-2	-13	·	0	·	-7
CN(CC(=O)NCc1ccccc1F)S(=O)(=O)c1ccc(Cl)cc1	-18	14	-0.8	-4	-13	-9	3	0.8	-9
CC(C)(C)c1ccc(C(=O)N2CCCN(C(=O)c3ccc(C(C)(C)C)cc3)CC2)cc1	-12	12	-1.5	-9	-10	-4	-1	-0.1	-10
CC(=O)Nc1ccc(OCC(O)CN2CCN(c3ccc(F)cc3)CC2)cc1 (configuration not stated)	-6	11	0.6	-4	-7	-12	7	-1.3	-4
COc1ccc(C(C)(C)C)cc1NC(=O)CCCN1C(=O)NC(C)(C)C1=O	-15	2	-0.1	-4	6	-1	2	-0.7	0
CCCC(NS(=O)(=O)c1ccc(Br)cc1)C(=O)O (configuration not stated)	4	15	-0.2	-3	-7	2	4	-0.4	-3
CCOC(=O)CN(C)C(=O)CCc1nnc(-c2ccsc2)o1	-9	2	1.2	-3	-2	3	1	-0.1	-2
O=C(COC(=O)c1ccc(F)cc1Cl)NC(=O)NC1CCCC1	-13	1	-1.8	-5	-3	-4	8	-0.7	-19
c1nc(N2CCOCC2)c2c3c(sc2n1)CCCC3	-13	-2	1.3	-2	-6	-1	5	1.5	15
COc1ccc(-c2coc3c(C(=O)NCc4ccc(OC)c(OC)c4)cccc23)c(C)c1	·	-19	·	3	44*	·	4	·	56*

Screening results deposited in PubChem BioAssay by The Scripps Research Institute Molecular Screening Center.
